Compound activity as filed in PubChem.
Mtb RmlCD inh: M. tuberculosis RmlC/RmlD coupled enzyme inhibitors, primary screen, biochemical, compound mixtures, 384-well, from 1536-well plates; dTDP-4-dehydrorhamnose reductase (Mycobacterium tuberculosis (strain ATCC 25618 / H37Rv)) …; RmlC+RmlD coupled enzyme assay, percent inhibition; primary screen in compound mixtures; inhibition, % at 3.6 µM; 160,000 tested, 0.03% active; in the data active = inhibition mostly above about 34%, no sharp cut-off; also: some results filed as inactive read as strong as hits
Target sequence (P9WH09 whole entry, looked up): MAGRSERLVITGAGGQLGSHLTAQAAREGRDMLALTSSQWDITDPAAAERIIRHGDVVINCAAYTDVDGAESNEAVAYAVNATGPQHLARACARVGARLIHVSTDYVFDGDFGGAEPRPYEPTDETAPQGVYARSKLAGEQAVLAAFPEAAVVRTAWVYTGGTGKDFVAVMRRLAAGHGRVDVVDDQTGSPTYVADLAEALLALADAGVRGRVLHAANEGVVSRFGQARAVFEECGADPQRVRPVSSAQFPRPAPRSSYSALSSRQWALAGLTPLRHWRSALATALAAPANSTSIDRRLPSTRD
Target sequence (P9WH11 whole entry, looked up): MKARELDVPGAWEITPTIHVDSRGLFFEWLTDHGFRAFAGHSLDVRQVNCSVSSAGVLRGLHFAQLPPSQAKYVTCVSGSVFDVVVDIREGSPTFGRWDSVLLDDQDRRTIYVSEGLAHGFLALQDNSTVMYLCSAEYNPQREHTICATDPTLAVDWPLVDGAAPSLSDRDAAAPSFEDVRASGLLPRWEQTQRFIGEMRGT
M. tuberculosis GlmU: inhibition of mycobacterial GlmU enzyme – biochemical, glucosamine-1-phosphate acetyltransferase (AID 1376); Bifunctional protein GlmU (Mycobacterium tuberculosis (strain ATCC 25618 / H37Rv)); M. tuberculosis GlmU acetyltransferase enzyme assay; higher % means a stronger effect; one-dose inhibition, %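 (tested at 30 µM in the primary screen)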; IC50 in µM for titrated hits; 220,000 tested, 0.25% active; in the data active = inhibition above about 13%;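 also: 0% = complete reaction with vehicle and 100% = reaction without substrate; strong numbers were not always called active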
* marks the source's active call; other numbers are inactive results; nt = no result given.

Screens in order: Mtb RmlCD inh, M. tuberculosis GlmU
CCOC(=O)c1cccc(NC(=O)CCOc2ccccc2)c1
  7, 5.6%
Nc1ccccc1N=c1ssnc1Cl
  5, 5.8%
c1cnc2c(SCc3ccc(-c4nnco4)cc3)cccc2c1
  12, -1.3%
CC1Cc2ccccc2N1S(=O)(=O)c1cccc(C(=O)OCC(=O)NC2CCS(=O)(=O)C2)c1 (stereo unspecified)
  2, 2.1%
CC(=O)OCCCNc1cc(Sc2nc3ccccc3s2)c2nonc2c1[N+](=O)[O-]
  -8, 2.5%
COc1ccc(/C=C/C(=O)NC(=S)Nc2ccccc2C(=O)NC2CCCCC2)cc1
  nt, -6.2%
CCOC(=O)c1cnc(C(F)(F)F)nc1Oc1ccccc1
  -18, 0.8%
Cc1ccccc1-n1nnnc1SCc1cc(=O)n2ccsc2n1
  9, 0.5%
COc1ccccc1CNC(=O)C(CC(C)C)NC(=O)C1CCC(C)CC1 (stereo unspecified)
  -4, -1.8%
O=C(Cn1cnc2ccccc21)Nc1ccc(F)c(F)c1
  9, -5.3%
O=C(NC1CCCC1)C(c1ccncc1)N(CCCN1CCOCC1)C(=O)c1ccc(-c2ccccc2)[nH]1 (stereo unspecified)
  6, 3.3%
CCN(CC)C(=O)CSc1nnc(-c2ccco2)o1
  nt, 1.6%
Cc1cc(NC(=O)c2ccccc2-c2ccccc2C(=O)O)no1
  nt, 3.2%
CN(C)C(=O)c1ccc(-c2cc(C(F)(F)F)n(C)n2)s1
  7, -0.9%
O=C(NCc1ccc(C(=O)O)cc1)OCc1ccccc1
  nt, 0.6%
Nc1ncnc2c1nc(Sc1ccc(Cl)cc1)n2[C@@H]1O[C@@H]2COP(=O)(O)O[C@H]2[C@H]1O
  nt, 4.3%
O=C(NC1CCCCC1NC(=O)c1ccco1)c1ccco1 (stereo unspecified)
  10, 2.5%
COc1ccccc1NC(=O)c1ccc(NC(=O)COC(=O)C2CCCCC2)cc1
  40, 2.7%
Cc1onc(-c2ccccc2)c1C(=O)n1cc(Br)cn1
  nt, 11%
CC(C)c1ccc(NC(=O)N(CCc2nc3ccccc3[nH]2)C2CCCC2)cc1
  3, -0.7%

Full records as entered above. Screens in order: Mtb RmlCD inh | M. tuberculosis GlmU
O=C(Cn1cnc2ccccc21)Nc1ccc(F)c(F)c1 is entered as 9 | -5.3%
CC(=O)OCCCNc1cc(Sc2nc3ccccc3s2)c2nonc2c1[N+](=O)[O-] is entered as -8 | 2.5%

In the list so far, these have an NH in an aromatic ring.
Screens in order: Mtb RmlCD inh, M. tuberculosis GlmU
O=C(NC1CCCC1)C(c1ccncc1)N(CCCN1CCOCC1)C(=O)c1ccc(-c2ccccc2)[nH]1 (stereo unspecified)
  6, 3.3%
CC(C)c1ccc(NC(=O)N(CCc2nc3ccccc3[nH]2)C2CCCC2)cc1
  3, -0.7%

Next part.
Screens in order: Mtb RmlCD inh, M. tuberculosis GlmU
COc1ccc(CNCC(=O)Nc2ccccc2-n2cccc2)cc1
  2, -0.6%
CCOP(=O)(OCC)/C(=N/OC(=O)c1ccc(Cl)cc1Cl)C(N)=O
  nt, 3.9%
CCOc1ccc(-c2nc(N)ncc2-c2ccccc2OC)c(O)c1
  9, -0.1%
Cc1nc2c(C)[n+](CC(=O)c3ccccc3)ccc2n1C
  7, 11%
Cc1ccc(C)c(CSc2nc3[nH]ncc3c(=O)[nH]2)c1
  -4, 3.9%
Cc1cc(N2CCN(C)CC2)nc2ccc(NC(=S)NC3CC3)cc12
  12, -0.2%
COc1ccc(C(=O)/C=C(\C)NCc2ccc3c(c2)OCO3)cc1
  18, -4.4%
CCNC(=O)c1ccccc1SCC(=O)Nc1ccc(F)cc1
  -9, 1.4%
O=C(CN1CCN(Cc2ccccc2Cl)C1=O)NCc1cccnc1
  16, 5.9%
CCCNC(=O)c1nc(C)c(C)nc1C(=O)Nc1cccc(Cl)c1
  nt, 1.9%
COc1ccc(CC(=O)Nc2nc3ccccc3s2)cc1S(=O)(=O)N1CCOCC1
  9, -3.7%
CC(=O)NCCNC(=O)c1ccc(Sc2ccccc2)c([N+](=O)[O-])c1
  -4, 3.0%
Cc1onc(-c2ccccc2)c1C(=O)NNC(=S)NC(=O)c1ccc(Br)cc1
  -4, -3.2%
Cc1ccsc1/C=C/C(=O)O
  3, -1.9%
COc1ccc(NS(=O)(=O)c2ccc(C)cc2)c([N+](=O)[O-])c1
  -10, 6.2%
C=CCn1c(Sc2nc(C)cs2)nc2c1c(=O)[nH]c(=O)n2C
  6, nt
C#Cc1ccc([C@@H]2C=C(C(=O)OCC=C)O[C@H](OCc3ccc(CO)cc3)C2)cc1
  nt, -1.0%
CC1CC(C)(C)NC(=S)N1CCCC(=O)Nc1ccccc1F (stereo unspecified)
  -6, 1.0%
COc1ccc2[nH]c(=O)c(COC(=O)c3cccs3)cc2c1
  -3, 7.8%
COc1nc(C)ccc1-c1noc(-c2ccccn2)n1
  3, 4.0%

Additional records:
Screens in order: Mtb RmlCD inh, M. tuberculosis GlmU
O=C(Nc1cccc(O)c1)c1ccc(Br)cc1
  -1, 0.6%
COc1cc(OC)cc(-c2nnc(SCC(=O)N3CCCCC3)o2)c1
  -3, -2.1%
CCC(C(=O)Nc1cccc(C(F)(F)F)c1)c1ccccc1 (stereo unspecified)
  nt, 0.4%
CCOC(=O)c1cc(NC(=O)c2ccc(C)cc2)c(=O)oc1-c1ccccc1
  0, 2.3%
CC1(CO)COC(c2ccccc2)=N1 (stereo unspecified)
  -5, -0.3%
C(=N\Nc1ncnc2nc[nH]c12)/c1cccs1
  -7, -3.6%
O=C(CN1CCN(c2ccccc2O)CC1)NC(=O)NCc1ccco1
  -4, -5.5%
CCOC(=O)c1c(NC(=O)CN2C(=O)NC3(CCCCCC3)C2=O)sc(C)c1-c1ccc(C)cc1
  -1, 1.1%
CCn1c(-c2ccccc2Cl)nn(CC(=O)Nc2cc(Cl)ccc2Cl)c1=S
  -3, 0.0%
CCCC[n+]1ccn(C2=C([O-])c3ccccc3C(=O)/C2=N\S(=O)(=O)c2ccc(Br)cc2)c1
  9, 3.9%
COc1ccc(CNc2nc3c(c(=O)n(Cc4ccc(Cl)cc4)c(=O)n3C)n2C)cc1
  5, -0.4%
O=C(COC(=O)c1ccccc1-c1nc2ccccc2s1)Nc1ccccc1C(F)(F)F
  1, -4.6%
NC(=O)c1sc2nc(N3CCOCC3)c3c(c2c1N)CCCC3
  12, -1.8%
CCOCCCNC(=O)C(NC(=O)c1ccc(=O)[nH]c1)c1ccc(C)cc1 (stereo unspecified)
  -6, -1.4%
N#CC(C(=O)NC1CC1)c1nc2ccccc2nc1N1CCCC1 (stereo unspecified)
  19, 6.7%
O=C1CCN(S(=O)(=O)c2ccccc2)CCN1CCOCc1ccccc1
  nt, -1.4%
CCn1c(SCC(=O)N2c3ccccc3Sc3ccccc32)nc2c1c(=O)n(C)c(=O)n2C
  nt, 1.9%
Cc1cccc(Nc2ncnc3nc[nH]c23)c1C
  7, 2.8%
CCCN1C(=O)/C(=C/c2c(NCCCOCC)nc3c(C)cccn3c2=O)SC1=S
  nt, -0.3%
O=C(Cc1cccs1)Nc1cccc(-c2nc3cc4ccccc4cc3[nH]2)c1
  -10, 3.1%

Carrying on:
Screens in order: Mtb RmlCD inh, M. tuberculosis GlmU
CC(C)(C)c1nc2ccccc2c(=O)n1N1C(=O)c2ccccc2C1=O
  nt, -5.6%
O=C(NCCO)c1cccc(S(=O)(=O)N2CCCCC2)c1
  1, 4.7%
Cc1c(Br)c([N+](=O)[O-])nn1CC(=O)NCc1cccnc1
  103, 1.8%
O=C(NCc1ccco1)c1ccc(S(=O)(=O)N2CCCCC2)cc1
  0, 2.4%
CC1(C)Oc2ccc(C(=O)N3CCOCC3)cc2N(CC(=O)N2CCOCC2)C1=O
  -1, -2.4%
CC1(C(=O)NC2CCCCC2)CCC(=O)N1Cc1cccs1 (stereo unspecified)
  -4, 2.8%
Cc1c(Cl)cnc(NC(=O)COC(=O)c2nn(C)c(=O)c3ccccc23)c1Cl
  8, 2.0%
S=C1Nc2cc(Cl)ccc2Sc2ccccc21
  -5, -2.9%
O=C(COC(=O)CNC(=O)c1ccc2c(c1)OCO2)Nc1ncc(Cl)cc1Cl
  nt, -0.5%
O=C(CSc1ccc(-c2ccccc2)nn1)N1CCOCC1
  nt, -0.7%
COCc1ccc(CN2CCCC(CO)(Cc3ccccc3C)C2)o1 (stereo unspecified)
  6, -3.5%
COc1ccccc1C1CCN(Cc2cccc([N+](=O)[O-])c2)CC1
  nt, -5.6%
COCCn1c(SCC(=O)Nc2ccc(F)cc2)nc2c(oc3ccccc32)c1=O
  -9, 3.3%
COc1ccc2nc(SCC(=O)N3CC(=O)Nc4ccccc43)c(C#N)cc2c1
  -6, -2.6%
Cc1ccc(S(=O)(=O)CCC(=O)OCn2nnc3ccccc3c2=O)cc1
  -12, 3.5%
COC(=O)c1ccccc1OCCCOc1ccc(C=O)cc1OC
  -11, -8.3%
O=C(c1ccc(-c2ccccc2)cc1)N1CCN(c2nc3ccccc3o2)CC1
  nt, -3.0%
O=C(NCCc1cccs1)c1cccs1
  10, -4.9%
Clc1ccc2[nH]c3c(N4CCC5(CC4)OCCO5)ncnc3c2c1
  -1, 0.7%
Cc1cc([N+](=O)[O-])nn1Cc1c(F)c(F)c(F)c(F)c1F
  -2, 0.2%

Four compounds drawn at random from those above, as already listed:
Screens in order: Mtb RmlCD inh, M. tuberculosis GlmU
COCCn1c(SCC(=O)Nc2ccc(F)cc2)nc2c(oc3ccccc32)c1=O
  -9, 3.3%
COCc1ccc(CN2CCCC(CO)(Cc3ccccc3C)C2)o1 (stereo unspecified)
  6, -3.5%
COc1ccccc1C1CCN(Cc2cccc([N+](=O)[O-])c2)CC1
  nt, -5.6%
S=C1Nc2cc(Cl)ccc2Sc2ccccc21
  -5, -2.9%

Following part
Screens in order: Mtb RmlCD inh, M. tuberculosis GlmU
CCCN1C(=O)CC(c2ccco2)Sc2ccccc21 (stereo unspecified)
  nt, 8.0%
O=C(CN1CCN(Cc2ccccc2Cl)C1=O)NCC1CCCO1 (stereo unspecified)
  6, -7.6%
Cc1c(CCC(=O)O)c(=O)oc2cc3occ(C(C)(C)C)c3cc12
  nt, -3.6%
O=[N+]([O-])c1cccc(-c2nc3ccc([N+](=O)[O-])cc3[nH]2)c1
  0, 1.6%
COc1cccc(OCCCOc2ccc([N+](=O)[O-])cc2Cl)c1
  11, nt
CCOc1ccc(NC(=O)N(C2CCCCC2)C(C)c2cccnc2)cc1 (stereo unspecified)
  nt, -0.1%
O=c1nc2n(c3cccc(Cl)c13)CCCCC2
  3, 5.0%
CCCCNC(=O)Cc1coc2ccc3ccccc3c12
  nt, 0.1%
O=C(Cn1nc2sc3ccccc3n2c(=O)c1=O)c1cccs1
  4, 4.6%
O=C1NC(=O)/C(=C\c2ccc(Oc3cnccn3)cc2)S1
  nt, 0.7%
O=C(c1cc2cc(Br)cc(Br)c2oc1=O)N1CCCc2ccccc21
  0, -0.3%
Cc1cc(N2CCN(c3ccccc3)CC2)n2ncnc2n1
  4, 1.0%
CCOC(=O)C1=C(C)N(CCO)C(=O)NC1c1cccc(O)c1 (stereo unspecified)
  nt, 4.0%
COc1ccc(C(CNC(=O)c2cc(=O)[nH]c3ccccc23)N2CCCC2)cc1 (stereo unspecified)
  nt, 3.3%
CCOC(=O)c1sc(NC(=O)c2ccccc2)cc1C
  -2, 2.0%
COCCNC(=O)CSc1nc2ccccc2c(=O)n1CCC(=O)NCCc1ccc(OC)c(OC)c1
  11, -1.8%
CCC1(C)NC(=O)N(CC(=O)Nc2sc3c(c2C(=O)OC)CCCCC3)C1=O (stereo unspecified)
  5, 0.4%
COc1ccc(CN2CCN(Cc3cccc4nonc34)CC2CCO)c(C)c1C (stereo unspecified)
  5, 2.4%
C=CCNC(=S)NN=C1CCCCCCC1
  nt, -4.0%
S=c1[nH]cnc2sc(Nc3ccccc3)nc12
  -55, 8.1%

Next compounds.
Screens in order: Mtb RmlCD inh, M. tuberculosis GlmU
O=C(COC(=O)CCSc1ccc(Cl)cc1)NCc1ccco1
  5, 6.0%
COc1cccc(NC(=O)CSc2nc3ccsc3c(=O)n2-c2ccc(C(=O)O)cc2)c1
  -14, 2.5%
c1cc2c(nn1)CCc1nonc1-2
  2, -1.4%
CCOc1ccccc1NC(=O)Cc1coc2ccc(C)cc12
  5, -3.1%
N/C(=N\OC(=O)c1cccc(F)c1)c1ccccc1
  -3, nt
Cc1cc([N+](=O)[O-])c(C)cc1-c1ccc(/C=N/NC(=O)c2cccnc2)o1
  nt, -2.0%
CCOc1ccc(CCN2CN(C3CCCCC3)CNC2=S)cc1OCC
  -10, -4.4%
S=C(NCCC1=CCCCC1)NCc1ccco1
  nt, 0.9%
COc1ccccc1/C=C/C=C1\Oc2c(ccc(O)c2CN(C)C)C1=O
  19, -2.2%
C/C(=C\C(=O)c1ccccc1)Nc1cccc(O)c1
  -3, 7.3%
COc1cc(C(=O)NCC(=O)N/N=C/c2cccs2)cc(OC)c1OC
  nt, 0.9%
Cc1ccc(CN(C)C(=O)C2CCCN2C(=O)c2cccs2)o1 (stereo unspecified)
  20, 0.5%
O=C(NCCN1CCN(c2ccccc2)CC1)C1CCN(S(=O)(=O)N2CCOCC2)CC1
  4, 1.1%
CC(=O)Nc1cccc(C(=O)OC(C(=O)c2ccc(C)cc2)c2ccccc2)c1 (stereo unspecified)
  16, 8.6%
N#Cc1ccc(OCC(=O)NC2=NCCS2)cc1
  -13, -3.2%

Only part of the results is shown, so the mix of outcomes need not match the whole.
